SRC3 TRFRET art = TR-FRET artefact, counter-screen to PPARgamma/SRC-3 agonist assay; PPARgamma/SRC-3 format; hits give high values; TR-FRET ratio at 8 µM; actives 0.39% (n = 99,000); in the data active means TR-FRET ratio above about 2000; further: inactives centre near 1600; reference of the scale not given here
SRC1 TRFRET art = TR-FRET artefact, counter-screen to PPARgamma/SRC-1 agonist assay. TR-FRET detection artefact counter-screen, emission ratio; hits give high values. TR-FRET ratio at 8 µM. actives 0.34% (n = 99,000). AID 1051; in the data active means TR-FRET ratio above about 2300; further: inactives centre near 1800; reference of the scale not given here
Numbers without * were called inactive. Not all compounds are listed. The share of hits here may be higher or lower than overall.

| SMILES | SRC3 TRFRET art | SRC1 TRFRET art |
| --- | --- | --- |
| COc1ccc(-n2nnnc2SCC(=O)Nc2cc(OC)c([N+](=O)[O-])cc2C)cc1 | 1580 | 1674 |
| CCOC(=O)c1sc(NC(=O)Nc2ccccc2)cc1C | 1682 | 1824 |
| CCOC(=O)C1=C(C)NC(=O)NC1c1ccc(-c2ccc(Cl)cc2)o1 (stereo unspecified) | 1525 | 1787 |
| COc1ccc2nc(NC(=O)CCN3C(=S)NC(C)(C)CC3C)sc2c1 (stereo unspecified) | 1625 | 1612 |
| CSc1ccc(CN2CCN(CCC(C)C)C(CCO)C2)cc1 (stereo unspecified) | 1571 | 2030 |
| CCC(=O)Nc1nc(-c2ccc3c(c2)CC(C)N3S(C)(=O)=O)cs1 (stereo unspecified) | 1527 | 1860 |
| Cc1cc(C)c(C#N)c(N)n1 | 1419 | 1801 |
| COc1ccc(CNC(=O)C(=O)NC2CC(C)(C)NC(C)(C)C2)cc1 | 1468 | 1819 |
| CN1CCN(c2nc(C(N)=O)cc(-c3ccccc3)n2)CC1 | 1664 | 1706 |
| Cc1cccc(-n2c(=O)c3c(C)c(C)sc3n(CC(N)=O)c2=O)c1 | 1634 | 1835 |
| CCOC(=O)C1=NOC(COc2ccccc2C=O)C1 (stereo unspecified) | 1612 | 1665 |
| Cc1sc(N/N=C/c2ccco2)nc1-c1ccccc1 | 1977 | 2194 |
| Cc1ccc(C)c2c(N)c3c(nc12)CCCCC3 (tested in a mixture with another compound) | 1557 | 1646 |
| COc1ccc([N+](=O)[O-])cc1NC(=O)Cc1noc2ccccc12 | 1605 | 1862 |
| O=C(Cn1nnc(-c2ccc(CN3CCOCC3)cc2)n1)N(c1ccccc1)c1ccccc1 | 1537 | 1785 |
| COc1ccc(C(=O)Nc2ccc(-c3ccc(NC(=O)c4ccc(OC)cc4)c(OC)c3)cc2OC)cc1 | 1606 | 1738 |
| CC1=NN(c2ccccc2)C(=O)/C1=C/C=C/c1ccccc1 | 1464 | 1656 |
| CC(C)N(c1ccccc1)c1ccc(NC(=O)COC(=O)CCN2C(=O)c3cccc([N+](=O)[O-])c3C2=O)cc1 | 1468 | 1670 |
| CCOC(=O)c1cnc2c(Cl)cccc2c1NCCN1CCOCC1 | 1554 | 1968 |
| CCOc1cc(N2CCOCC2)c(OCC)cc1NC(=O)[C@H](C)N1C(=O)C2CC=CCC2C1=O (stereo partly specified) | 1511 | 1843 |
| NC(=S)n1[nH]c(-c2ccc([N+](=O)[O-])cc2)c(N=Nc2ccccc2[N+](=O)[O-])c1=O | 1663 | 1862 |
| CC(C)(C)NC(=O)NC(=O)COC(=O)c1ccc2c(c1)S(=O)(=O)N=C1CCCCCN12 | 1605 | 1960 |
| COc1ccc(NC(=O)CSc2nc(C)cs2)cc1 | 1437 | 1862 |
| Cc1ccc(CCNc2ccccc2)c[n+]1[O-] | 1497 | 1749 |
| CC1(C)CC(=O)C2=C(C1)OC(N)=C([N+](=O)[O-])C2c1cccs1 (stereo unspecified) | 1429 | 1685 |
| N#CCSc1nc2ccccc2c(=O)n1CCCC(=O)NCC1CCCO1 (stereo unspecified) | 1712 | 1875 |
| O=C(Nc1nnc(-c2cccnc2)o1)c1cccc([N+](=O)[O-])c1 | 1431 | 2094 |
| O=c1nc(-c2ccccc2)cc(-c2ccccc2)[nH]1 | 1412 | 1812 |
| CCOc1cc(C(=O)NC(C)C2CCCO2)cc(OCC)c1OCC (stereo unspecified) | 1609 | 1663 |
| CC(OC(=O)c1ccc(S(=O)(=O)NCc2ccco2)cc1)C(=O)Nc1ncc(Cl)cc1Cl (stereo unspecified) | 1550 | 1841 |

| SMILES | SRC3 TRFRET art | SRC1 TRFRET art |
| --- | --- | --- |
| CCC(=O)c1c(OCc2ccccc2)ccc2c(C)cc(=O)oc12 | 1406 | 1614 |
| Cc1cc(C)n(Cc2ccc(C(=O)Nc3ccc(Br)cc3C)o2)n1 | 1560 | 1697 |
| CCOC(=O)CC1=NN(c2ccccc2)C(=O)C1 | 1585 | 1568 |
| Clc1ccc(OCc2nnnn2-c2ccccc2)cc1 | 1733 | 1734 |
| NNC(=O)CN1CCCc2ccccc21 | 1828 | 1952 |
| COc1ccc2c(c1OC)CN(C)CCc1cc3c(cc1C(=O)C2)OCO3 | 1737 | 1820 |
| Cc1ccc(C(C(=O)NCc2ccco2)N(C(=O)CNC(=O)c2cccs2)c2c(C)cccc2C)cc1 (stereo unspecified) | 1720 | 1736 |
| Cc1cc(C)c(-c2csc(NC(=O)c3cc([N+](=O)[O-])ccc3N3CCOCC3)n2)c(C)c1 | 1593 | 1879 |
| COc1ccc(-n2c(N)c(C#N)c3ccc([N+](=O)[O-])cc3c2=O)cc1 | 1676 | 1655 |
| CC1(c2ccccc2)NC(=O)N(CC(=O)Nc2cccc(C#N)c2)C1=O (stereo unspecified) | 1482 | 1768 |
| Cc1ccc(S(=O)(=O)Nc2cccc(Cl)c2)cc1NC(=O)c1cccnc1 | 1774 | 1818 |
| NC(=O)NC(=O)COC(=O)CC12CC3CC(CC(C3)C1)C2 | 1438 | 1856 |
| COC(=O)C1=C(C)NC(C)=C(C(=O)OC)C1c1ccc(-c2cccc(Cl)c2Cl)o1 | 1594 | 1935 |
| O=C(Cc1ccccc1)NCC(=O)OCc1ccc([N+](=O)[O-])cc1 | 1593 | 1810 |
| COCCNC(=O)C(c1cccnc1)N(Cc1ccccc1)C(=O)Cn1nnc2ccccc21 (stereo unspecified) | 1535 | 1845 |
| CC1CCC(NC(=O)CN2CCC(n3nnc4cc(F)ccc43)CC2)CC1 (stereo unspecified) | 1572 | 1700 |
| COc1ccc(C(=O)c2ccc([N+](=O)[O-])cc2Cl)cc1 | 1433 | 1724 |
| Cc1[nH]c2ccc(F)cc2c1CCN(Cc1cccnc1)C(=S)Nc1ccc(F)cc1 | 1523 | 1799 |
| Cc1cc(C)n2nc(S(=O)(=O)N(CC(C)C)CC(C)C)nc2n1 | 1669 | 1421 |
| CCCCN(CCCC)CC(O)COc1ccccc1Br (stereo unspecified) | 1654 | 1880 |
| O=C(CSc1nc2ccccc2o1)N1N=C(c2cccs2)CC1c1ccc(F)cc1 (stereo unspecified) | 1588 | 1886 |
| CCOC(=O)C1=C(N)OC2=C(C(=O)CC(C)(C)C2)C1c1cc(CSc2nnnn2C)cs1 (stereo unspecified) | 1580 | 1801 |
| CC(=O)Nc1ccc(NC(=O)C2CCC(CNS(=O)(=O)c3cccc4nsnc34)CC2)cc1 (stereo unspecified) | 1444 | 2039 |
| Cc1cccc(N=C2NC(=O)/C(=C\c3cccs3)S2)c1 | 1608 | 1971 |
| COc1ccc(C(CC(=O)O)NC(=O)Nc2ccccc2)cc1OC (stereo unspecified) | 1612 | 1703 |
| CC(=O)c1ccc(NC(=O)C2C3C=CC(C3=C(c3ccccc3)c3ccccc3)C2C(=O)O)cc1 (stereo unspecified) | 1573 | 1828 |
| COc1ccc(C(=O)C2CCCN(C/C=C/c3ccccc3OC)C2)c(OC)c1 (stereo unspecified) | 1389 | 1403 |
| CC1(C)Cc2nc3oc4c(NCc5ccccc5)ncnc4c3cc2CO1 | 1374 | 1585 |
| CC(C)(C)NC(=O)[C@H]1CC[C@H]2[C@@H]3CC[C@H]4NC(=O)C=C[C@]4(C)[C@H]3CC[C@]12C | 1409 | 1430 |
| O=C(COC(=O)/C(=C/c1cccs1)c1cccs1)NC(c1ccccc1)c1ccccc1 | 1678 | 1676 |

Rewritten as labelled records: 4 of the compounds above.
> CCOC(=O)CC1=NN(c2ccccc2)C(=O)C1
  SRC3 TRFRET art: 1585	SRC1 TRFRET art: 1568
> Clc1ccc(OCc2nnnn2-c2ccccc2)cc1
  SRC3 TRFRET art: 1733	SRC1 TRFRET art: 1734
> NNC(=O)CN1CCCc2ccccc21
  SRC3 TRFRET art: 1828	SRC1 TRFRET art: 1952
> COc1ccc2c(c1OC)CN(C)CCc1cc3c(cc1C(=O)C2)OCO3
  SRC3 TRFRET art: 1737	SRC1 TRFRET art: 1820

Looked up by compound from the entries so far, 5 records:
| SMILES | SRC3 TRFRET art | SRC1 TRFRET art |
| --- | --- | --- |
| CCCCN(CCCC)CC(O)COc1ccccc1Br (stereo unspecified) | 1654 | 1880 |
| O=C(Cc1ccccc1)NCC(=O)OCc1ccc([N+](=O)[O-])cc1 | 1593 | 1810 |
| Cc1cc(C)n(Cc2ccc(C(=O)Nc3ccc(Br)cc3C)o2)n1 | 1560 | 1697 |
| Cc1cccc(N=C2NC(=O)/C(=C\c3cccs3)S2)c1 | 1608 | 1971 |
| CC1CCC(NC(=O)CN2CCC(n3nnc4cc(F)ccc43)CC2)CC1 (stereo unspecified) | 1572 | 1700 |

The listing continues.
Every second line gives: SRC3 TRFRET art	SRC1 TRFRET art
COc1ccc(C(=O)N[C@H](C(=O)OCC(=O)NC(=O)c2cccn2C)C(C)C)cc1
    1715	1781
Cc1ccc(O)c(NC(=S)NC(=O)CC(C)C)c1
    1362	1760
Cc1cc(C)n(CC(C)C(=O)O)n1 (stereo unspecified)
    1290	1562
COc1cc(NS(=O)(=O)c2ccc(NC(=S)NC(=O)c3sc4ccccc4c3Cl)cc2)nc(OC)n1
    1814	2111
Cc1ncc([N+](=O)[O-])n1Cc1ccc(F)cc1
    1776	1915
O=C(/C=C/c1c(Cl)nc2ccccn12)Nc1ccc(F)cc1
    1700	1847
COc1ccc(/C=C/C(=O)OCC(=O)NC(=O)NC(C)(C)C)cc1
    1354	1788
CCn1cc(CNC(=O)/C=C/c2ccc([N+](=O)[O-])cc2)cn1
    1551	1812
Cc1ccc(/C=C/C(=O)NC2CCCCCCC2)o1
    1544	1726
Cc1ccc2nc(N(CCCN(C)C)C(=O)c3cc4ccccc4oc3=O)sc2c1
    1632	1998
O=C(COC(=O)c1ccc2c(=O)n3c(nc2c1)CCC3)Nc1ccc(OC(F)F)cc1
    1566	1844
COc1ccc(/C=N/NC(=O)Cn2c(Cc3ccc(OC)c(OC)c3)nc3ccccc32)cc1OC
    1488	1858
Fc1cccc(NC(=S)N2CCCC2)c1
    1481	1877
COc1ccc(-c2n[nH]c(=S)n2-c2ccc3c(c2)OCCO3)cc1OC
    1441	1674
COc1ccc(NC(=O)Cn2cnc3ccccc3c2=O)cc1OC
    1535	1600

Every second line gives: SRC3 TRFRET art	SRC1 TRFRET art
Cc1ccc2oc(-c3ccco3)cc(=O)c2c1
    1649	1874
CCOCCCNCc1ccc(OCCC(C)C)c(OC)c1
    1439	1789
CS(=O)(=O)N(CCc1ccccc1)CC(=O)NCc1ccccc1Cl
    1443	1636
Cc1ccc2nc3c(c(C(=O)OCC(=O)N(C)C4CCS(=O)(=O)C4)c2c1)CCCC3 (stereo unspecified)
    1796	1902
CCc1ccccc1NC(=S)N(CCN(C)C)Cc1cccs1
    1780	1801
CC1=NN(C(C#N)c2c(C)nn(Cc3ccccc3)c2C)C(C)(C)C1 (stereo unspecified)
    1780	1979
CCN(c1ccccc1)c1nc(=O)c2cccnc2s1
    1793	1579
CC(C)(C)c1ccc(OCC(=O)Nc2ccc3c4c(cccc24)C(=O)NC3=O)cc1
    1741	2184
COC(=O)c1cc(NC(=O)c2ccc(F)cc2)cc(C(=O)OC)c1
    1380	1709
NS(=O)(=O)c1ccc(NC(=O)COC(=O)C2(c3ccccc3F)CCCC2)cc1
    1454	1846
FC(F)Oc1ccccc1/C=N/n1cnc2ccccc21
    1631	1792
Cn1nccc1C(=O)Nc1ccccc1C(=O)O
    1762	2057
CC(CCCC(C)(C)O)CC1C2=C(CCCC2=O)OC2=C1C(=O)CCC2 (stereo unspecified)
    1425	1488
CC(C)CC(=O)NS(=O)(=O)c1ccc(NC(=O)c2ccco2)cc1
    1772	1738
Cc1cccc(OCCCc2c(C)n[nH]c2C)c1
    1573	1798

Every second line gives: SRC3 TRFRET art	SRC1 TRFRET art
Clc1ccccc1-c1ccc(/C=N/Nc2nncc(-c3ccccc3)n2)o1
    1436	1685
Cc1nc(NC(=O)CSc2nnc(Cn3nnc4ccccc43)n2C)sc1C
    1705	1704
COC(=O)N(NC(=O)C(O)(CCC(C)C)CCC(C)C)c1ccccc1
    1678	2153
CCCCOc1ccc(CSCCNC(=S)Nc2ccccc2)cc1
    1745	1892
COc1ccc(N2CCN(CC(O)COCc3ccccc3)CC2)cc1 (stereo unspecified)
    1724	1804
CN(C)CC(O)CN1C(=O)NC(C)(C)C1=O (stereo unspecified)
    1585	1781
COCC(=O)Nc1cc(Cl)c(OC)cc1OC
    1550	1288
CCOC(=O)c1c(N)sc(C(N)=O)c1C
    1686	1932
O=C(c1ccncc1)c1ccc(NC(=O)c2cccs2)cc1
    1634	1986
COC(=O)COc1ccc(-c2ccccc2)cc1C=O
    1249	1717
CCN(Cc1ccncc1)C(=S)Nc1ccc(Cl)cc1
    1732	1945
CCn1c(C)cc2c(c1=O)C(c1ccccc1Br)C(C#N)=C(N)O2 (stereo unspecified)
    1700	1715
CC(=O)Nc1cccc(C(=O)N/N=C/c2ccccc2F)c1
    1574	1695
CCOC(=O)c1cc(-c2ccccc2)n(CCC(=O)N2CCN(c3ccccc3OC)CC2)c1C
    1513	1710
Cc1nc([N+](=O)[O-])c(C(=O)OCc2ccccc2C#N)n1C
    1410	1823

Every second line gives: SRC3 TRFRET art	SRC1 TRFRET art
CN1CCN(CCCNC(=O)c2ccc(/C=C3\Sc4ccccc4N(Cc4ccc(F)cc4)C3=O)cc2)CC1
    1521	1764
COc1ccc(CN2CCN(C3CCOCC3)CC2CCO)c(C)c1C (stereo unspecified)
    1287	1590
O=C(CSc1ccccc1)N1CCN(C(=O)c2ccco2)CC1
    1437	1740
CCn1c(COc2ccc(C)cc2)nc2ccccc21
    1634	1632
O=C(O)c1cccc(N2C(=O)/C(=C/c3ccc(SCc4ccc(Cl)cc4)o3)SC2=S)c1
    1437	1845

Compound activity (PubChem BioAssay)
